# NPC1 prom act: NPC1 promoter activation. Huh7 NPC1 promoter luciferase reporter, 24 h. Potency, µM (top dose mostly 9.22 µM), for inactives: at the top dose activation, most hits filed as activators. 320,000 compounds, 2.4% hits;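 also: potency is read from the fitted curve at half-maximal effect; % of control where 0% means no effect; nearly all actives have a fitted effect of over 60% in size; reporter is driven by a mutant NPC1 promoter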
#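 Quantitative HTS used a cell-based reporter: Huh7 cells stably bearing the NPC1 promoter upstream of luciferase were treated with compounds for 24 h, and promoter activation was read as luminescence.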
# RORg inh: ROR gamma (mouse) transcription inhibition; Potency, µM (top dose mostly 53.6 µM), for inactives: at the top dose activity change, negative = inhibition, usual class: inhibitors; 310,000 compounds, 5.4% hits; Drosophila S2 Gal4-RORgamma UAS-luciferase reporter, 20 h; P51450; AID 2551; also: potency is read from the fitted curve at half-maximal effect; % is scaled to controls: 0 for no effect and ±100 for the full control effect; nearly all actives have a fitted effect of over 60% in size
#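 Drosophila S2 cells stably expressing Gal4-DBD/mouse RORγ fusion under metallothionein promoter plus UAS-luciferase; compound 1 h, then 700 uM CuSO4 induction for 20 h at ambient temperature; inhibition read as reduced luminescence.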
# KCNH2 3.1 block: KCNH2 3.1 (human) potassium channel inhibition. AID 720553. 340,000 compounds, 0.95% hits. activity change, % (tested at about 1.8 µM). U2OS KCNH2 3.1, thallium flux FluxOr; hits give low values;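 active = maximum activity change below -70%; inconclusive = maximum activity change from -70% to -50%; inactive = maximum activity change above -50%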;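 also: thallium influx rate constant from kinetic fluorescence after stimulation buffer; % is scaled to controls: 0 for no effect and ±100 for the full control effect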
#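 Channel expression came from 3.1 mutant virus (1.77 x 10^8 /mL) applied to suspended U2OS cells for 4 h. Flux was tracked with FluxOr dye plus Red40 quencher, and kinetic rate constants normalized to controls.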
# FLuc counter: inhibits or activates purified firefly luciferase, miR-21 counter-screen; P08659; purified FLuc, Km substrates, luminescence inhibition; Potency, µM (titrated, usually from 57.5 µM), for inactives: at the top dose activity change, negative = inhibition, actives largely listed as inhibitors; 360,000 compounds, 6.9% hits;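 also: potency is read from the fitted curve at half-maximal effect; plate controls were vehicle for no effect and reference inhibitor for full effect; nearly all actives have a fitted effect of over 55% in size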
#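 Biochemical qHTS of compounds, final roughly 60 µM downward over six points, against 10 nM purified firefly luciferase using Km concentrations of substrates (10 uM D-luciferin, 10 uM ATP) in Tris acetate pH 7.5 buffer; luminescence output.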
# Rab9 prom act: Rab9 promoter activation | Huh7 Rab9 promoter-luciferase reporter, luminescence, 24 h | Potency, µM (series often up to 9.22 µM), for the others: at the top dose activation, negative = inhibition, usual class: activators | 320,000 compounds, 2.8% hits; also: potency is read from the fitted curve at half-maximal effect; % of control where 0% means no effect; nearly all actives have a fitted effect of over 60% in size
#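 Huh7 reporter line, Rab9 promoter upstream of luciferase. Compound exposure 24 h at 37 °C in reduced-serum medium with 10% FBS. Read-out: luminescence.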
# ELG1 repair inh: ELG1-dependent DNA repair inhibition; HEK293T ELG1-luciferase reporter, luminescence, 16 h; DNA damage induced by 5-fluorouridine; 330,000 compounds, 2.3% hits; Potency, µM (series often up to 46.1 µM), without a hit: at the highest dose activity change, negative = inhibition, most hits filed as inhibitors; also: potency is read from the fitted curve at half-maximal effect; % is scaled to controls: 0 for no effect and ±100 for the full control effect; nearly all actives have a fitted effect of over 55% in size
#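 Quantitative HTS, concentration-response format. 2,000 cells/well co-treated with 5-fluorouridine and compound, 16 hr in 5% CO2 at 37 °C; ONE-Glo luminescence read after 30 min.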
# PKM2 act: activators of human pyruvate kinase M2 | P14618 | purified PKM2, Kinase-Glo ATP luminescence, activation; response scale: 0% is enzyme alone, no compound | Potency, µM (series often up to 57.5 µM), without a hit: top-dose activation, hits mostly activators | 260,000 compounds, 0.34% hits; also: potency is read from the fitted curve at half-maximal effect; % is scaled to controls: 0 for no effect and ±100 for the full control effect; nearly all actives have a fitted effect of over 55% in size
# Target sequence (P14618 whole entry, looked up): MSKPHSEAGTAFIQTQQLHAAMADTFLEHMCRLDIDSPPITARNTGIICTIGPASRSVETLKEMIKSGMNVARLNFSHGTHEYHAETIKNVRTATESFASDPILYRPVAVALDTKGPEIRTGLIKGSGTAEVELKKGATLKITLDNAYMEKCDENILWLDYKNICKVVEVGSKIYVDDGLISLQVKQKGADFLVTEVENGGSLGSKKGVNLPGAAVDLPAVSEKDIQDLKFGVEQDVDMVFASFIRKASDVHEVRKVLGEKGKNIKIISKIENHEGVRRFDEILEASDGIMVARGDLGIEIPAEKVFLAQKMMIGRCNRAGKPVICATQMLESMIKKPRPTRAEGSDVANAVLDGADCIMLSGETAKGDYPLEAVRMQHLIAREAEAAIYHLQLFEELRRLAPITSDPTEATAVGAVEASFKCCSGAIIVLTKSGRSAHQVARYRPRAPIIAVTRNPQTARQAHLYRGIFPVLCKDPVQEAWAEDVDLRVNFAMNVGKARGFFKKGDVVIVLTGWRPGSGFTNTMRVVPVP
#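 ATP formation by purified human PK-M2, quantified via coupled luciferase luminescence after 1 h at room temperature with 0.1 mM ADP and 0.5 mM PEP final.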
# Menin-MLL TR inh: displaces Texas Red mutant MLL peptide from human menin | Potency, µM (highest dose often 61.6 µM), without a hit: at the top dose FP activity change, negative = inhibition, hits mostly inhibitors | 270,000 compounds, 0.23% hits | AID 1768 | O00255 | Menin + Texas Red MLL mutant peptide, fluorescence polarization; active = well fitted inhibition curve with a large enough effect in the polarisation, with a control signal flat, not every such curve was filed as active; inconclusive = small, poorly fitted or top-dose-only effect, or effect the other way, or a change in a side signal; inactive = no such curve, though single readings can be large or run the other way; the % refers to the polarisation; also: potency is read from the fitted curve at half-maximal effect; % of control where 0% means no effect; many of its hits are not listed in these tables
# Mito fusion act: mitochondrial division inhibition or fusion activation | S. cerevisiae fusion-defective mutant growth rescue, CellTiterGlo 48 h | Potency, µM (titrated, usually from 46.1 µM), inactives show at the highest dose growth rescue (activation), actives largely listed as activators | 320,000 compounds, 0.23% hits | AID 485298;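 also: potency is read from the fitted curve at half-maximal effect; % of control where 0% means no effect; nearly all actives have a fitted effect of over 45% in size; temperature-sensitive fusion mutants such as fzo1-1 at 37 °C on non-fermentable ethanol glycerol medium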
#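 S. cerevisiae fusion-defective temperature-sensitive mutants (e.g. fzo1-1, mgm1-5) grown 48 h at 37C in YPEG (ethanol/glycerol non-fermentable) medium with 23 nl compound per well; growth rescue read as CellTiterGlo luminescence.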
# Gal4-VP16 FLuc: inhibits Gal4-VP16 luciferase reporter, ROR gamma counter-screen. Drosophila S2 Gal4-VP16 UAS-luciferase, luminescence, 20 h. Potency, µM (series often up to 53.6 µM), without a hit: at the highest dose activity, negative = inhibition, hits mostly inhibitors. 310,000 compounds, 3.5% hits;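 also: Gal4-VP16 expression switched on by copper sulfate through the metallothionein promoter; potency is read from the fitted curve at half-maximal effect; % is scaled to controls: 0 for no effect and ±100 for the full control effect; nearly all actives have a fitted effect of over 50% in size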
# MBNL1 CUG block: blocks human MBNL1 binding to CUG repeat RNA; TR-FRET MBNL1-His/biotin-(CUG)12 binding, 665/545 ratio; Potency, µM (titrated, usually from 57.5 µM), for inactives: at the highest dose activity change, negative = inhibition, usual class: inhibitors; 280,000 compounds, 0.036% hits; AID 2675; active = well fitted inhibition curve with a large enough effect in the signal ratio, with a control signal flat, not every such curve was filed as active; inconclusive = small, poorly fitted or top-dose-only effect, or effect the other way, or a change in a side signal; inactive = no such curve, though single readings can be large or run the other way; the % refers to the signal ratio; also: potency is read from the fitted curve at half-maximal effect; % is scaled to controls: 0 for no effect and ±100 for the full control effect
# Target sequence (Q9NR56 whole entry, looked up): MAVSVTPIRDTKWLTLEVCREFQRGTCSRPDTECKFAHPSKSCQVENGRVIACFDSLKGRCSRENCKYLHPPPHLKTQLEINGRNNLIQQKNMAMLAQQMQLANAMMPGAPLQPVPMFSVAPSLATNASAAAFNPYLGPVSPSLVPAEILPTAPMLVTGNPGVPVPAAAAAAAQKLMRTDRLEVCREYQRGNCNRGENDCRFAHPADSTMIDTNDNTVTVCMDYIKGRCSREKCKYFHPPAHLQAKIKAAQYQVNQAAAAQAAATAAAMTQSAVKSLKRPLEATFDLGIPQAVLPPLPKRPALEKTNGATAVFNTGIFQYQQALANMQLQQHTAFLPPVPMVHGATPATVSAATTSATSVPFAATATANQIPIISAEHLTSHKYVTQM
#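 Ratiometric TR-FRET (665 over 545 nm, excitation 340 nm) tracks disruption of MBNL1-His/biotin-(CUG)12 complex after 60 min at room temperature, with compounds at 92 nM to 58 uM final.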
# Starred values were filed as active, the others as inactive; ? = inconclusive; . = no result given; [ ] = remark or other dose. Unless noted, calls follow the shape of the dose curve; as a rule, active = well fitted curve in the direction sought with a large enough effect; inconclusive = small, poorly fitted or top-dose-only effect, or another doubt; inactive = no such curve, though single readings can be large; an effect the other way counts as inactive or inconclusive.
SMILES,NPC1 prom act,RORg inh,KCNH2 3.1 block,FLuc counter,Rab9 prom act,ELG1 repair inh,PKM2 act,Menin-MLL TR inh,Mito fusion act,Gal4-VP16 FLuc,MBNL1 CUG block
CN1C(=S)SC(/[N+]([O-])=C\c2ccccc2F)C1(C)C (centres undefined),1%,-33%,12,1%,0%,3%,2%,.,1%,6%,0%
CC1CC(C)CN(S(=O)(=O)N2CCC(C(=O)NCc3ccco3)CC2)C1 (centres undefined),-2%,24%,-11,-1%,3%,14%,-5%,0%,2%,1%,-4%
CC1CCN(CC(O)CN2c3ccccc3Sc3ccccc32)CC1 (centres undefined),-5%,21%,-29,-3%,4%,4%,.,?,-24%,23%,-9%
CN(CCOc1ccccc1)C(=O)C1CCC(=O)N(CCCN2CCOCC2)C1 (centres undefined),-5%,-2%,0,3%,8%,12%,-14%,.,1%,-10%,-1%
CCc1noc(C)c1C(=O)N(C)CC(=O)Nc1ccc(Cl)c(Cl)c1,-5%,.,7,4%,0%,-15%,.,.,0%,.,.
COc1ccc(-c2ccc(S(=O)(=O)n3nc(OC(=O)c4cccs4)cc3N)cc2)cc1,-1%,1%,-28,-5%,14%,8%,4%,?,1%,-19%,-8%
Cc1ccc(S(=O)(=O)N(C)c2ccc(OC(=O)c3ccc(=O)[nH]c3)cc2)cc1,-7%,17%,-3,-8%,-2%,-2%,-1%,-4%,-2%,3%,0%
Cc1ccc(-n2nc(C)c3c(C(=O)OCC(=O)N(C)C4CCS(=O)(=O)C4)cc(-c4ccccc4)nc32)cc1 (centres undefined),-4%,-26%,8,-1%,-10%,-25%,-14%,16%,9%,-6%,48%[activator]
Cc1nonc1NC(=O)CSc1nnc(N)s1,-4%,?,2,2%,-4%,11%,3%,-3%,2%,4%,-6%
O=C(CCCc1ccccc1)Nc1ccc(S(=O)(=O)N2CCOCC2)cc1,1%,13%,-7,0%,-2%,-8%,2%,.,-10%,12%,2%
NS(=O)(=O)c1ccc(NC(=S)NCCc2ccccc2)cc1,3%,35%,22,-15%,14%,?,-2%,24%,1%,27%,-1%
COc1ccc(-n2cc(-c3ccc(C)cc3)[n+]3c2SCC3)cc1,-28%,-22%,-4,4%,-38%[inhibitor],?,-13%,-1%,-7%,7.9µM*,-7%
COc1ccc(OCCCC(=O)Nc2nc(-c3ccccn3)cs2)cc1,-3%,10µM*,-25,-15%,3%,?,?,11%,-5%,-28%,34%[activator]
CC(=O)c1ccc(S(=O)(=O)N2CCC(c3nc4ccccc4[nH]3)CC2)cc1,2%,5%,-4,0%,2%,-13%,-5%,7%,0%,-12%,-3%
Cc1c(NS(=O)(=O)c2ccc3c(c2)CCN3C(=O)C2CC2)c(=O)n(-c2ccccc2)n1C,0%,-7%,22,2%,-8%,-1%,-5%,-30%,0%,-3%,-1%
Cc1nc(-c2ccc(Cl)cc2)sc1C(=O)CBr,0%,5µM*,11,?,6%,18%,19%,?,3%,-5%,.
COc1ccc(NC(=O)C2CCCO2)cc1 (centres undefined),0%,-26%,-9,-13%,-1%,?,-1%,5%,-1%,11%,?
O=C(CNC(=O)c1ccccc1F)N/N=C/c1cc(Br)ccc1OC(=O)/C=C/c1ccco1,-15%,2.5µM*,?,1%,-14%,-19%,-1%,17%,?,3.2µM*,.
Cc1ccc(NC(=O)CN2CCN(C(=O)c3ccco3)CC2)cc1,-6%,0%,-9,-2%,-4%,-10%,1%,-1%,-1%,-7%,-6%
CC(/C=N/NC(=O)c1ccncc1)=C\c1ccccc1,19%,-14%,-9,7.6µM*,-2%,?,-6%,1%,-1%,0%,?
CCc1nnc(N/N=C/c2ccccc2Cl)n1N,2%,?,-3,-24%,-5%,18%,2%,-7%,-7%,?,?
O=S(=O)(Nc1nc2ccccc2nc1-[n+]1cccc(N=C([O-])c2ccc(Cl)cc2)c1)c1ccccc1,1%,?,-5,0%,-2%,-21%,-6%,.,1%,3%,.
CC1(C)Cc2c(sc(N)c2C#N)C(C)(C)N1,0%,-2%,3,-3%,-1%,18%,-10%,-1%,-1%,-10%,7%
O=C(O)c1cc([N+](=O)[O-])c(N2CCCC2)c([N+](=O)[O-])c1,0%,24%,11,3%,0%,13%,12%,0%,1%,-15%,?
Cc1cc(-c2nnc(CCC(=O)N(C)Cc3cccc4ccccc34)o2)no1,1%,44%,-2,-18%,3%,?,3%,-9%,-3%,0%,-4%
COc1ccc(C(=O)N2CCC(n3nccc3NC(=O)C3CCOC3)CC2)cc1 (centres undefined),4%,-3%,-2,1%,5%,7%,11%,-4%,2%,0%,-7%
CCC(C(=O)N1CCN(C(=O)c2ccco2)CC1)n1sc2ccccc2c1=O (centres undefined),0%,-20%,7,3%,-5%,-5%,6%[0.46 µM],-16%,8%,6%,0%
O=C(N/N=C/c1cccs1)C(=O)N1CCCC1,19%,17%,2,-20%,11%,?,0%,-7%,0%,13%,9%
O=C(CCNC(=O)c1ccc(Cl)cc1)Nc1c(F)c(F)cc(F)c1F,-1%,4%,-2,-1%,-5%,9%,-1%,-4%,-3%,?,-2%
O=C(CSc1ccncc1)Nc1ccc(S(=O)(=O)Nc2nccs2)cc1,-2%,-11%,-9,-4%,-2%,0%,25%,1%,-2%,6%,-5%
COc1ccccc1Nc1nc(-c2ccc3c(c2)NC(=O)CO3)cs1,-4%,25%,11,?,0%,?,1%,?,-3%,-20%,11%
C1CNC(C23CC4CC(CC(C4)C2)C3)=N1,0%,9%,7,-3%,-12%,-12%,-10%,-3%,4%,-11%,5%
Nc1nnc(-c2ccc(Cl)cc2)s1,19%,2%,13,?,11%,?,22%,-11%,15%,6%,6%
O=C(Nc1cccc(S(=O)(=O)N2CCCCC2)c1)C1CCCN1S(=O)(=O)c1ccccc1F (centres undefined),-2%,.,12,-3%,-1%,?,.,.,7%,.,.
O=C(O)c1ccc2c(c1)C(=O)N([C@H](Cc1c[nH]c3ccccc13)C(=O)O)C2=O,5%,4%,.,1%,0%,.,.,12%,-3%,1%,.
CCc1c(C(=O)Nc2ccc(S(=O)(=O)N3CCOCC3)cc2)csc1C,12%,25%,2,-4%,-1%,-30%,-17%,21%,?,-8%,-11%
CCc1nc2ccccc2c(NC(=O)CN2CCC(C)CC2)c1C,2%,-1%,-1,7%,3%,-21%,7%,-9%,-5%,0%,8%
O=C(NCCCn1ccnc1)c1ccc(C(F)(F)F)cc1,0%,4%,9,2%,-4%,13%,.,21%,-6%,-21%,-1%
Cc1nn(C)c(C)c1CNC(=O)Nc1ccc2c(c1)OCO2,?,-9%,2,?,?,?,-1%,-2%,-5%,4%,-8%
Cc1cc(CN(C)C(=O)C2CCC(=O)N(CCc3cccc(F)c3)C2)on1 (centres undefined),2%,16%,-6,1%,-1%,0%,-5%,4%,-2%,-7%,3%
CC(=O)Nc1ccc2nc(C3CC3)n(Cc3ccc(Cl)cc3)c(=O)c2c1,3.5µM*,?,3,21µM*,3.5µM*,?,-2%,10%,23%,10%[10 µM],-5%
CCOC(=O)c1[nH]c2ccccc2c1NC(=O)CC(C)C,-6%,0%,-39,-1%,-5%,-11%,-7%,.,7%,6%,0%
O=c1c2ccccc2c(/C=N/NS(=O)(=O)c2ccccc2)c(O)n1-c1ccccn1,-5%,6%,-25,-14%,0%,-8%,3%,19%,-3%,21%,18%
CCSC1=N/C(=C\c2ccc(C(=O)O)cc2)C(=O)S1,-2%,20%,12,9.5µM*,2%,-8%,-3%,16%,3%,11%,14%
Cc1ccnc(NS(=O)(=O)c2ccc(NC(=O)c3ccc(S(=O)(=O)N4CC(C)OC(C)C4)cc3)cc2)n1 (centres undefined),-3%,10%,4,-6%,-2%,13%,-3%,10%,3%,4%,-2%
OC(CN1C2=NCCN2c2ccccc21)c1ccc2c(c1)OCO2 (centres undefined),0%,-26%,-8,2%,0%,2%,-1%,7%,-2%,-21%,-1%

# Screening results as filed in PubChem BioAssay.

# Not all compounds are listed. The share of hits here may be higher or lower than overall.
